CIT2-GFP yeast – alters CIT2-GFP fluorescence in TOR pathway yeast screen. GFP response vs DMSO, % at 10 µM. S. cerevisiae CIT2-GFP strain, flow cytometry, 3 h; 100 means same as DMSO wells. 320,000 compounds, 0.065% hits;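 active means GFP response relative to DMSO above a set limit, near the screen mean plus 3 SD, cut at about 150% in these data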;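 further: ratio of well median GFP fluorescence to mean of DMSO wells on the plate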
VLA-4 inh – inhibition in a human VLA-4 binding assay; VLA-4 expressing cells, ligand binding flow cytometry; inhibition, % (about 7 µM as worked out from the volumes in the protocol); 330,000 compounds, 0.2% hits; AID 2557; in the data active means inhibition above about 50%
BCLXL inh – inhibitors of human Bcl-xL. AID 2129. inhibition, % at 10.9 µM. GST-Bcl-xL / FITC-Bim BH3 peptide fluorescence polarization. Q07817. 320,000 compounds, 0.7% hits;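 active means inhibition above the mean of all tested compounds plus 3 SD, cutoff set per campaign, cut at about 30% in these data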;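 further: 0% = DMSO wells and 100% = unlabeled Bim-BH3 peptide competitor; inhibitors lower millipolarization by displacing the labeled peptide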
Target sequence (Q07817 whole entry, looked up): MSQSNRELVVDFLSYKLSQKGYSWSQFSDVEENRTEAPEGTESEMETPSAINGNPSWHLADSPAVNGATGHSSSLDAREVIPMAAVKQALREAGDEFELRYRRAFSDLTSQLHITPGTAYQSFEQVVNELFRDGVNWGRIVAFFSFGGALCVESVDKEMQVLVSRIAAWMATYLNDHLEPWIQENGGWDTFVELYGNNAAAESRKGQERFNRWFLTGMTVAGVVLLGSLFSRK
GLD-1 TGE inh – GLD-1-TGE RNA interaction inhibition (C. elegans). 320,000 compounds, 0.44% hits. purified GLD-1 + fluorescein TGE RNA, fluorescence polarization. AID 2280. Q17339. inhibition, % at 5.96 µM;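 active means percent inhibition above a per-plate cutoff, the plate mean of test compounds plus 3 SD, cut at about 30% in these data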;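 further: 0% = DMSO wells with GLD-1 and probe and 100% = wells lacking GLD-1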
MEX-5 binding – C. elegans MEX-5 TCR-2 RNA binding activity | Q9XUB2 | activity score (negative = inhibition of binding), % at 10 µM | MEX-5/FITC-TCR2 RNA binding, fluorescence polarization; stronger effect = lower value | 300,000 compounds, 0.38% hits;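 active means inhibition past about -25% in most replicates, and total fluorescence under double the plate's negative control median, limit read from the data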;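 further: 0% = DMSO and -100% = 5 µM competing unlabeled TCR2 RNA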
Target sequence (Q9XUB2 whole entry, looked up): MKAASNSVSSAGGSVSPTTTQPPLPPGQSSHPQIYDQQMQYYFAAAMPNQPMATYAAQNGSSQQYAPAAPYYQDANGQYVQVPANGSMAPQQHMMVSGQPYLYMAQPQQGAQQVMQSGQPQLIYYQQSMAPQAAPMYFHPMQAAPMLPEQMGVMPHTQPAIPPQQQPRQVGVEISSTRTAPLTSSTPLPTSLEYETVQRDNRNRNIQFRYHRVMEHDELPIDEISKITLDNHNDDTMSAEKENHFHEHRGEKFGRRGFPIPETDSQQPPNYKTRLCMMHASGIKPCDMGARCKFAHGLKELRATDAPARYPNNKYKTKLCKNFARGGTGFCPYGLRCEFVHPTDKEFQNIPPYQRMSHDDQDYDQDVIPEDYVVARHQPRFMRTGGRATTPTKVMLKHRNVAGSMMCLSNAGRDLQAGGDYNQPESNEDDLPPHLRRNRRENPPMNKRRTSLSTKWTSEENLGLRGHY
MCL1 BIM primary – disrupts human MCL1 binding to BIM-BH3 peptide. Q07820. GST-MCL1 / FITC-Bim-BH3 fluorescence polarization. inhibition, % at 10.9 µM. 320,000 compounds, 0.68% hits. AID 2057;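 active means inhibition above the mean inhibition of all tested compounds plus 3 SD, set per campaign, cut at about 40% in these data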;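 further: 0% = DMSO wells and 100% = unlabeled Bim-BH3 peptide control; higher means more loss of mP so more displacement of Bim peptide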
Target sequence (Q07820 whole entry, looked up): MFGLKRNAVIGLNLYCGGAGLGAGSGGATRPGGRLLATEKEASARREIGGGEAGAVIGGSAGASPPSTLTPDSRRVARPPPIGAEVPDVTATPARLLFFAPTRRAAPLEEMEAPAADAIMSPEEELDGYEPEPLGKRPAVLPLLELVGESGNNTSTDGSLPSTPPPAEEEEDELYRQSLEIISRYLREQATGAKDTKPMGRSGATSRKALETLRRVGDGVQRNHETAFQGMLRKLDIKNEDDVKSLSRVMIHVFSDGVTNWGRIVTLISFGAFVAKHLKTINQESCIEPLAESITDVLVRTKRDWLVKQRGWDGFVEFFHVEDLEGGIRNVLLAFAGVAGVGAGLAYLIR
Fam108B inh – Fam108B inhibition, counter-screen for RBBP9 inhibitors; AID 1947; 300,000 compounds, 0.33% hits; recombinant Fam108B, FP-Rh probe fluorescence polarization; inhibition, % at 9.51 µM;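 active means inhibition above the screen mean inhibition plus 3 SD, computed separately per campaign, cut at about 18% in these data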;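 further: inhibitors lower polarization as less probe binds the enzyme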
AGP1 TOR yeast – modulators of TOR pathway AGP1-GFP in S. cerevisiae; 320,000 compounds, 0.02% hits; S. cerevisiae AGP1-GFP multiplex flow cytometry, 3 h; GFP as percent of DMSO wells; GFP response vs DMSO, % at 10 µM;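 active means GFP response relative to DMSO above a set limit, near screen average plus 3 SD, cut at about 150% in these data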;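 further: median GFP channel fluorescence of the gated AGP1 strain per well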
GRK2 inh – human GRK2 inhibition via aptamer displacement | P25098 | bead flow cytometry, FAM-aptamer displacement from GRK2 | inhibition of aptamer binding, % at 10 µM | 330,000 compounds, 0.59% hits | AID 488847;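 active means inhibition of aptamer binding above 40%, roughly 3 SD of noise, on plates passing a quality check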;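 further: median bead fluorescence of bound FAM aptamer so fluorescent compounds give negative values; no value below 0 was filed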
Starred values were filed as active, the others as inactive; . = not tested or not shown.

SMILES | CIT2-GFP yeast | VLA-4 inh | BCLXL inh | GLD-1 TGE inh | MEX-5 binding | MCL1 BIM primary | Fam108B inh | AGP1 TOR yeast | GRK2 inh
C=C[C@@]1(C)CC(=O)[C@]2(O)[C@@]3(C)[C@@H](O)CCC(C)(C)[C@@H]3[C@H](O)[C@H](OC(C)=O)[C@@]2(C)O1 | 84 | 34 | 4 | 5 | -5.6 | 4 | 0 | 91 | 0
O=C(CN1C(=O)c2ccccc2C1=O)NCc1ccc(F)cc1 | 113 | -39 | 6 | 0 | 0.6 | 11 | 10 | 100 | 0
CN(C)c1nc(Oc2ccc(/C=N/O)cc2)nc(N(C)C)n1 | 89 | 13 | 2 | 2 | -0.7 | 2 | 1 | 95 | 3
Cc1cc(OCc2nc(-c3ccncc3)no2)cc(C)c1Cl | 111 | 5 | 0 | -10 | -0.4 | 7 | 0 | 101 | 47*
C=CCNc1nc(N)c(C(=C(C#N)C#N)c2ccccc2)s1 | 92 | -6 | 4 | 6 | -4.8 | 0 | 0 | 99 | 0
Cn1ncc(Br)c1C(=O)NC(=S)N1CCN(c2ccccn2)CC1 | 108 | 5 | 1 | 2 | -0.7 | 1 | 2 | 105 | 1
Cc1ccc(C)c(N(C(=O)Cn2nnc(-c3cccs3)n2)C(C(=O)NC2CC2)c2ccc(C)o2)c1 (centres undefined) | 100 | 14 | 2 | 11 | 0.1 | 6 | -2 | 95 | 3
CCOC(=O)CSc1ccc(-c2nc3cc(C)c(C)cc3[nH]2)cn1 | 97 | -4 | 7 | -3 | 0.4 | 8 | 1 | 98 | 2
C/C(CC(=O)NCCc1ccccc1)=N\NC(=O)COc1ccc(Br)cc1 | 111 | 0 | -5 | 1 | 1.1 | -2 | -1 | 102 | 2
CC1=C(C(=O)OC2CCCCC2)C(c2ccco2)n2ncnc2N1 (centres undefined) | 106 | -6 | 1 | 1 | 0.4 | 0 | 2 | 102 | 0
Cn1c(=O)oc2cc(S(=O)(=O)Nc3cccc(C(=O)O)c3)ccc21 | 105 | -5 | -1 | -4 | -1.6 | -14 | -1 | 103 | 0
COC(=O)N/N=C\c1cc(Br)ccc1OCc1ccccc1 | 83 | -3 | 3 | 3 | -4.2 | 6 | -5 | 89 | 0

Ordered by number of heavy atoms (ascending): some entries from above
SMILES | CIT2-GFP yeast | VLA-4 inh | BCLXL inh | GLD-1 TGE inh | MEX-5 binding | MCL1 BIM primary | Fam108B inh | AGP1 TOR yeast | GRK2 inh
Cc1cc(OCc2nc(-c3ccncc3)no2)cc(C)c1Cl | 111 | 5 | 0 | -10 | -0.4 | 7 | 0 | 101 | 47*
O=C(CN1C(=O)c2ccccc2C1=O)NCc1ccc(F)cc1 | 113 | -39 | 6 | 0 | 0.6 | 11 | 10 | 100 | 0
CC1=C(C(=O)OC2CCCCC2)C(c2ccco2)n2ncnc2N1 (centres undefined) | 106 | -6 | 1 | 1 | 0.4 | 0 | 2 | 102 | 0
C/C(CC(=O)NCCc1ccccc1)=N\NC(=O)COc1ccc(Br)cc1 | 111 | 0 | -5 | 1 | 1.1 | -2 | -1 | 102 | 2
Cc1ccc(C)c(N(C(=O)Cn2nnc(-c3cccs3)n2)C(C(=O)NC2CC2)c2ccc(C)o2)c1 (centres undefined) | 100 | 14 | 2 | 11 | 0.1 | 6 | -2 | 95 | 3

Further structures.
SMILES | CIT2-GFP yeast | VLA-4 inh | BCLXL inh | GLD-1 TGE inh | MEX-5 binding | MCL1 BIM primary | Fam108B inh | AGP1 TOR yeast | GRK2 inh
Cn1c(-c2ccc(C(C)(C)C)cc2)n[nH]c1=S | 94 | 21 | -14 | -3 | 5.7 | -26 | -3 | 97 | 1
O=S(=O)(c1ccccc1)N1CCCC1c1cccs1 (centres undefined) | 96 | 8 | 2 | -2 | 2.5 | 3 | -4 | 94 | 1
Cc1cccc(OCC(=O)N/N=C/c2sc(=O)n(Cc3cccc(C(=O)O)c3)c2Cl)c1 | 93 | 18 | 1 | 3 | 1.9 | -5 | 5 | 101 | 0
O=C(COc1coc(CN2CCN(c3ccccc3F)CC2)cc1=O)NCC1CCCO1 (centres undefined) | 111 | 0 | 7 | -3 | -0.9 | -3 | -2 | 111 | 4
O=C(O)CCCC(=O)N1CCN(c2nc(-c3ccccc3Cl)c3cc(Br)ccc3n2)CC1 | 98 | 18 | 4 | 6 | 0.2 | 4 | 2 | 84 | 1
CCCCNC(=O)Nc1cnn(CC)c1C(N)=O | 90 | 4 | 7 | -7 | -1.1 | 4 | 1 | 97 | 0
c1cc2ccc3ccc(CN4CCOCC4)c4ccc(c1)c2c34 | 99 | 1 | 7 | 10 | -0.1 | 6 | 3 | 110 | 1
Cc1cnc(C(=O)OCC(=O)Nc2ccc(Cl)cc2)cn1 | 102 | 9 | -2 | -8 | 0.8 | 1 | 3 | 106 | 1
O=c1oc2ccccc2c(NCCc2ccccc2)c1[N+](=O)[O-] | 109 | 11 | 8 | 5 | 0.1 | 12 | 2 | 102 | 5
C/C(=N\NC(=O)c1nnn(-c2nonc2N)c1CN1CCc2ccccc21)c1ccccc1O | 94 | -2 | 0 | -6 | -1.6 | 0 | 2 | 92 | 0
Cc1cccc2cc(C#N)c(NCCNS(=O)(=O)c3ccc4c(c3)OCCO4)nc12 | 101 | 19 | 5 | 10 | -6.0 | 5 | -6 | 103 | 0
O=C(COc1ccc(-c2nnco2)cc1)NC1CCS(=O)(=O)C1 (centres undefined) | 94 | -21 | . | 2 | . | . | . | 106 | 0
CCc1ccc(NC(=O)c2ccc(Cn3cc([N+](=O)[O-])cn3)cc2)cc1 | 104 | 11 | 1 | 1 | 0.4 | 7 | 0 | 101 | 0
O=C(O)c1cccc(NC(=O)c2cccc(S(=O)(=O)N3CCc4ccccc43)c2)c1 | 105 | 4 | 1 | -3 | -0.7 | 1 | -4 | 100 | 5
Cc1ccc(N=Cc2c(O)n(-c3nccs3)c(=O)c3ccccc23)cc1 | 97 | 3 | 5 | 1 | -6.7 | -2 | 5 | 97 | 0
CCN1CCN(C(=O)CCc2nnc3ccc(N4CCC5(CC4)OCCO5)nn23)CC1 | 106 | -5 | 10 | 6 | 0.1 | 11 | 3 | 103 | 0
COc1ccc(-c2nnnn2-c2ccccc2OC)cc1 | 94 | -12 | 3 | -5 | -2.0 | 10 | 7 | 93 | 0
CC1CCc2c(sc3ncnc(SCC(=O)N(C)C4CCS(=O)(=O)C4)c23)C1 (centres undefined) | 92 | 2 | . | -1 | . | . | . | 93 | 1
COc1cc(/C=C/C(=O)OCC(=O)NNC(=O)c2cc(Cl)ccc2OC)ccc1O | 98 | 11 | . | 8 | . | . | . | 91 | 0
CCOc1ccc(NC(=O)COC(=O)c2ccc3c(c2)OCO3)cc1 | 96 | -2 | 8 | 5 | . | 4 | . | 97 | 0
COC(=O)c1cc(S(=O)(=O)N2CCN(c3cccc(OC)c3)CC2)cn1C | 103 | -2 | 7 | -1 | -0.3 | -2 | -4 | 104 | 4
COc1cc(OC)cc(N2CC(C)(C)C2=O)c1 | 97 | 25 | 1 | 6 | -0.6 | -3 | 2 | 101 | 6
O=C1CN(C(=O)COC(=O)C2CCN(S(=O)(=O)c3ccccc3C(F)(F)F)CC2)c2ccccc2N1 | 91 | 29 | -3 | 5 | -0.5 | -6 | -2 | 93 | 1
O=C1Nc2ccccc2O/C1=C\c1c(F)cccc1Cl | 111 | 49 | -4 | -8 | -0.3 | -4 | 2 | 94 | 2

By substructure: those above containing a cyano group
SMILES | CIT2-GFP yeast | VLA-4 inh | BCLXL inh | GLD-1 TGE inh | MEX-5 binding | MCL1 BIM primary | Fam108B inh | AGP1 TOR yeast | GRK2 inh
C=CCNc1nc(N)c(C(=C(C#N)C#N)c2ccccc2)s1 | 92 | -6 | 4 | 6 | -4.8 | 0 | 0 | 99 | 0
Cc1cccc2cc(C#N)c(NCCNS(=O)(=O)c3ccc4c(c3)OCCO4)nc12 | 101 | 19 | 5 | 10 | -6.0 | 5 | -6 | 103 | 0

(list continues)
SMILES | CIT2-GFP yeast | VLA-4 inh | BCLXL inh | GLD-1 TGE inh | MEX-5 binding | MCL1 BIM primary | Fam108B inh | AGP1 TOR yeast | GRK2 inh
COc1ccccc1C(=O)NC(=O)CSc1ccc(C)c(C)c1 | 86 | 0 | . | 1 | . | . | . | 98 | 3
Cc1cccc(-n2c(Cc3ccccc3)nnc2SCc2ccc([N+](=O)[O-])cc2)c1 | 103 | 11 | -1 | 9 | 1.2 | 2 | -2 | 102 | 0
O=C(NN1C(=O)c2ccccc2NC1c1ccccn1)c1ccc(Br)cc1 (centres undefined) | 96 | 4 | 1 | -1 | -30* | -1 | 1 | 103 | 0
COc1ccc(C(=O)N2CCN(S(=O)(=O)c3ccc4c(c3)OCCO4)CC2)cc1OC | 97 | 2 | 2 | 4 | . | 5 | . | 92 | 3
CC(C)c1nc2sc3c(c2c(=O)n1N)CC(C)(C)OC3 | 97 | 0 | 6 | 3 | 1.4 | 1 | -2 | 100 | 1
COc1cc(OC)cc(C(=O)Nc2cccc(-c3ccc(N4CCOCC4)nn3)c2)c1 | 82 | 0 | 2 | 5 | 1.3 | 3 | -7 | 101 | 5
CCc1nnc(NS(=O)(=O)c2ccc(NC(=O)/C=C/c3ccc(OC)cc3OC)cc2)s1 | 117 | -5 | 8 | -3 | -4.5 | -7 | -16 | 109 | 0
CCOc1ccccc1OCCCC(=O)NNC(=O)c1nn(C)c(=O)c2ccccc12 | 96 | -47 | 3 | -1 | . | 5 | . | 98 | 1
CCOC(=O)C(NC(=O)CC(C)C)(Nc1cc(C)on1)C(F)(F)F (centres undefined) | 107 | 7 | 7 | -1 | -0.9 | 3 | 2 | 101 | 0
Cc1ccc(/C=C/C(=O)NCCCc2ccccc2)cc1 | 98 | 14 | 4 | 3 | 1.0 | -3 | -4 | 95 | 20
N=C1c2ccccc2CN1c1ccc(N2CCOCC2)c(S(=O)(=O)Nc2ccc(Cl)cc2)c1 | 86 | 8 | -10 | 1 | . | -12 | -1 | 96 | 4
O=C(O)CN1CCN(Cc2ccccc2)C1=O | 95 | 7 | 2 | -3 | 0.4 | 3 | 0 | 102 | 0
COc1ccc(C(=O)N[C@H](C(=O)OCc2cc(=O)oc3cc(C)ccc23)C(C)C)cc1 | 94 | 11 | 3 | 6 | -0.2 | 1 | 1 | 99 | 1
O=C(c1ccc(F)cc1F)N1CCCN(c2nc(-c3ccccc3)ns2)CC1 | 103 | 15 | 0 | 0 | 1.2 | -1 | 0 | 109 | .
COC(=O)c1sc(NC(=O)c2csc3c2CCCC3)nc1C | 89 | -2 | 3 | -2 | -2.2 | -1 | 0 | 99 | 3
O=C(Nc1cccc(S(=O)(=O)NC2=NCCC2)c1)c1ccc(=O)[nH]c1 | 68 | 16 | 5 | 0 | . | 2 | . | 83 | 11
CCCCN(C(=O)c1ccc(N(C)S(=O)(=O)c2ccc(C)cc2)cc1)c1c(N)n(CCCC)c(=O)[nH]c1=O | 86 | -5 | 0 | 7 | 2.8 | -1 | 0 | 93 | 0
CC(C)(C)c1ccc(C(=O)NCc2nnc(SCC(=O)NC3CCCCC3)o2)cc1 | 97 | -1 | -2 | -2 | 1.1 | -4 | -3 | 103 | 0

2 entries picked at random from the list so far:
SMILES | CIT2-GFP yeast | VLA-4 inh | BCLXL inh | GLD-1 TGE inh | MEX-5 binding | MCL1 BIM primary | Fam108B inh | AGP1 TOR yeast | GRK2 inh
CCCCN(C(=O)c1ccc(N(C)S(=O)(=O)c2ccc(C)cc2)cc1)c1c(N)n(CCCC)c(=O)[nH]c1=O | 86 | -5 | 0 | 7 | 2.8 | -1 | 0 | 93 | 0
COC(=O)c1sc(NC(=O)c2csc3c2CCCC3)nc1C | 89 | -2 | 3 | -2 | -2.2 | -1 | 0 | 99 | 3
